# MITF primary: inhibitors of human MITF; O75030; AlphaScreen MITF homodimerization, bead proximity signal; inhibition, % at 2.6 µM; actives 0.91% (n = 650,000); AID 1259374; in the data active means inhibition above about 50%;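 further: 0% = vehicle wells with protein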
# Target sequence (O75030 whole entry, looked up): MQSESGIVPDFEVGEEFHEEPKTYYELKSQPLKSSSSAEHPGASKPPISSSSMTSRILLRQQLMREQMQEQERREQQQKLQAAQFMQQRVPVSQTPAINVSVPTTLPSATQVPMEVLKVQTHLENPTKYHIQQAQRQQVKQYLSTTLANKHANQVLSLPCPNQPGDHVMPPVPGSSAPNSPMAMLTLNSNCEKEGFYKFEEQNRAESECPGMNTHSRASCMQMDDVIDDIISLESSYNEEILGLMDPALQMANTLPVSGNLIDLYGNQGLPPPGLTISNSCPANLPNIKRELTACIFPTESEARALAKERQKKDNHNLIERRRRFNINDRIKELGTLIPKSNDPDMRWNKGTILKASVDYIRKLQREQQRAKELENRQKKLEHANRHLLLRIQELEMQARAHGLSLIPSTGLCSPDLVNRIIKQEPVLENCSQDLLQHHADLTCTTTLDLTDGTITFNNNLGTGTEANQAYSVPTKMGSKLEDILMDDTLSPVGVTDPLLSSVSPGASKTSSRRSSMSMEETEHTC
# GPR151 activ: human GPR151 activation | Q8TDV0 | PathHunter beta-arrestin GPR151 cells, luminescence | activation, % at 11.2 µM | actives 1% (n = 650,000) | AID 1508602; in the data active means activation above about 4.9%;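 further: 0% = median of compound wells and 100% = cells with positive control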
# Target sequence (Q8TDV0 whole entry, looked up): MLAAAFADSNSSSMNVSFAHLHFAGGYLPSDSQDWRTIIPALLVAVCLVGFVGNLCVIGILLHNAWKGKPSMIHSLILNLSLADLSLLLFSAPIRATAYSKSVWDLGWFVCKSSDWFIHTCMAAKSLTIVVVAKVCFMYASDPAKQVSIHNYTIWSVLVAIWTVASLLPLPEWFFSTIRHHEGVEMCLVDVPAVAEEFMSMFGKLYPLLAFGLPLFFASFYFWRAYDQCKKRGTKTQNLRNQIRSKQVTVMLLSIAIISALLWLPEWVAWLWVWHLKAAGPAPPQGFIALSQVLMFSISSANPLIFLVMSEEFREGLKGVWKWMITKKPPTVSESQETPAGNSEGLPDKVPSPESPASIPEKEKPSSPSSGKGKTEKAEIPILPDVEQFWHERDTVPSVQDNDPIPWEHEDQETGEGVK
# TEAD-YAP block: TEAD-YAP interaction inhibition; HEK-TIYL cells, TEAD-Gal4/YAP UAS-luciferase luminescence; inhibition, % at 9.12 µM; actives 1.4% (n = 640,000); AID 1259422; in the data active means inhibition above about 32%;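 further: 0% = median of test compound wells and 100% = reference inhibitor wells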
# FBW7 activator: activators of human E3 ligase FBW7. actives 0.13% (n = 650,000). normalized activity (activation), % at 26.1 µM. AlphaScreen FBW7–phospho-cyclin E peptide binding, activator screen. Q969H0. AID 1259310; in the data active means normalized activity above about 1.9%;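 further: purified mutant Fbw7 with reduced substrate affinity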
# Numbers without * were called inactive. Not a hit list (roughly 3.4% active in at least one column).
# Sample of the layout:
SMILES,MITF primary,GPR151 activ,TEAD-YAP block,FBW7 activator
O=C(Nc1ccc(I)cc1F)c1ccc([N+](=O)[O-])cc1Cl,11,-1.7,-69,0.0
O=C1NC(=O)C2(CCN(Cc3ccccc3)CC2)C1c1ccccc1 (stereo not drawn),2,0.2,-5,0.0

# Results, repeating the preview:
SMILES,MITF primary,GPR151 activ,TEAD-YAP block,FBW7 activator
O=C(Nc1ccc(I)cc1F)c1ccc([N+](=O)[O-])cc1Cl,11,-1.7,-69,0.0
O=C1NC(=O)C2(CCN(Cc3ccccc3)CC2)C1c1ccccc1 (stereo not drawn),2,0.2,-5,0.0
CC(=O)N1CCN(Cc2ccc3c(c2)CN(C(=O)Cn2ncc4ccccc42)CCO3)CC1,11,2.2,-93,0.3
CCN(CC)c1cc(-c2cncc(-c3ccc(F)cc3)c2)nc(C)n1,4,0.9,0,0.1
CC1CC(C)(C)NC(=S)N1CCC(=O)NCc1ccc(Cl)cc1 (stereo not drawn),13,-0.1,-6,0.3
Nc1ncnc(N/N=C/c2c[nH]c3ccccc23)c1[N+](=O)[O-],5,-0.8,-33,-0.3
Oc1ccccc1-c1nc(Nc2ccc(F)c(F)c2)c2ccccc2n1,11,-1.7,7,-0.2
CN(C)CCN1C(=O)C(CC(=O)Nc2cccc(Cl)c2)SC1=Nc1ccccc1 (stereo not drawn),-3,-1.3,7,-0.2
O=C(Nc1cc(Sc2ccccc2)cc(Sc2ccccc2)c1)c1ccccc1F,-8,-1.0,-21,0.0
COc1ccc(CCNc2cc(N3CCc4ccccc4C3)nc(N)n2)cc1,10,1.5,-2,-0.2
c1cnc2ccc(Nc3nc4ncnc(NC5CC5)c4[nH]3)cc2c1,16,2.3,30,-0.2
Cc1ccccc1Cn1c(NCc2ccccc2)nc2c1c(=O)n(C)c(=O)n2C,4,-0.5,-16,0.0

# One compound at a time, from the list above.
# Results for CC1CC(C)(C)NC(=S)N1CCC(=O)NCc1ccc(Cl)cc1 (stereo not drawn) = MITF primary = 13; GPR151 activ = -0.1; TEAD-YAP block = -6; FBW7 activator = 0.3
# Results for CCN(CC)c1cc(-c2cncc(-c3ccc(F)cc3)c2)nc(C)n1 = MITF primary = 4; GPR151 activ = 0.9; TEAD-YAP block = 0; FBW7 activator = 0.1

# (continued)
SMILES,MITF primary,GPR151 activ,TEAD-YAP block,FBW7 activator
CCOC(=O)C1=CN(c2ccc(C)c(C)c2)C=C(C(=O)OCC)C1c1ccc(OC)c(OC)c1,-28,2.5,-25,0.1
CNC(=O)c1cc2c(=O)n3cc(C)ccc3nc2n(CCCOC)c1=N,23,1.0,6,-0.3
COc1ccccc1CCNC(=O)/C(=C/c1cccnc1)NC(=O)c1ccccc1,-13,-0.5,-1,-0.1
CN(CCCC1CCCC1)C(=O)CC1C(=O)NCCN1Cc1ccc(F)cc1 (stereo not drawn),-1,2.4,-6,-0.2
O=C(CSc1nc(-c2ccccc2)ns1)c1ccccc1,-6,-0.8,-28,0.0
COc1ccc(CCN2CCc3nc4ccncc4cc3C2)cc1,51*,1.0,2,0.8
Cc1ccc(CNC(=O)c2cccc(N3CCCC3=O)c2)cc1,-2,0.0,-3,-0.2
O=[N+]([O-])C(=C1SCCS1)C(=C(Cl)Cl)N1CCCCC1,16,-1.0,4,0.0
CC1CN(C(=O)Nc2ccc3c(c2)OCCO3)CC(C)O1 (stereo not drawn),-5,-1.2,-13,-0.1
Cc1ccc(C#N)c(SCc2ccccc2[N+](=O)[O-])n1,-7,0.1,-4,-0.1
CCc1ccc(NC(=O)COc2nc[nH]c(=O)c2[N+](=O)[O-])cc1,4,-0.3,0,0.3
Cc1cccc(N/C=C2/CCCCC2=O)c1,-5,0.3,-53,-0.1
COc1cc(/C=C2/C(=N)N3N=C(C4CCCCC4)SC3=NC2=O)cc(OC)c1OC,4,-0.2,1,0.1
O=C(Nc1ccc2[nH]c(=O)nc(-c3ccccc3)c2c1)C(F)(F)F,13,-0.3,-2,1.0
CCc1cc(=O)[nH]c2cc(NC(=O)Cc3ccccc3Cl)ccc12,16,0.6,-7,0.3
Cc1cccc(C(=O)N2CCCC(N3CCN(c4ccccc4)CC3)C2)n1 (stereo not drawn),17,0.5,-3,0.0
OCCC1CN(Cc2ccc(F)cc2)CCN1C1CCCC1 (stereo not drawn),14,-1.2,-7,0.2
Cc1ccc(C(C)C)cc1OCCCCn1ccnc1,53*,2.2,1,-0.2
CCC(=O)NNc1cc(N2CCCC2)nc(N2CCCC2)n1,11,-0.1,17,-0.1
CCOc1ccc(N2C(=O)CN=C2Nc2ccc(C)cc2)cc1,16,0.7,4,0.1
COc1cccc(NC(=O)C2C3C=CC4(O3)C2C(=O)N(CCCN2CCCCC2)C4C(=O)NC2CCCCC2)c1 (stereo not drawn),1,3.0,-4,0.1
COC(=O)C1=CN(C2CCCCC2)C=C(C(=O)OC)C1c1ccc(OC(C)C)cc1,5,1.0,6,0.5
COc1ccc(C2=N/C(=C\c3ccc(OC)cc3OC)C(=O)O2)cc1,4,0.0,4,-0.1
Cc1ccc(-c2nc(N3N=C(c4ccc(Br)cc4)CC3c3cccc(Br)c3)nc3ccccc23)cc1 (stereo not drawn),-2,0.3,-15,-0.2
COc1ccc(OC)c(C2SCCN2C(=O)c2cc3cc(Br)cc(Br)c3oc2=O)c1 (stereo not drawn),-11,-0.5,-15,0.1
COc1ccc(N2CCN(C(=O)CCCn3c(=S)[nH]c4cc5c(cc4c3=O)OCO5)CC2)cc1,8,0.1,2,0.1
COc1ccc(C(=O)NN2CCCCC2)cc1OC,7,1.0,3,0.0
COc1cc(OC)c(NC(=O)Cc2c(C(=O)O)n(C)c3ccccc23)cc1Cl,9,1.0,6,-0.1
O=C(COc1cccc(Cl)c1)NCCc1nc2ccccc2[nH]1,-7,3.3,8,0.1
C/C(=N\NC(=O)CNC(=O)c1cccnc1)c1ccco1,0,-0.4,6,0.0
CO[C@H]1C=CO[C@@]2(C)Oc3c(C)c(O)c4c(O)c(c5c(c4c3C2=O)NC2(CCN(CC(C)C)CC2)N=5)=NC(=O)/C(C)=C\C=C[C@H](C)[C@H](O)[C@@H](C)[C@@H](O)[C@@H](C)[C@H](OC(C)=O)[C@@H]1C,3,-1.2,3,-0.1
COc1ccc([N+](=O)[O-])cc1/C=N/NC(=O)c1nonc1N,14,0.1,0,0.4
Cc1cnc(NC(=O)CSc2ccc(Br)cc2)s1,-4,0.0,-2,-0.5
COC(=O)COc1ccc2c(=O)c(Oc3ccc(-c4ccccc4)cc3)c(C(F)(F)F)oc2c1,-5,0.6,5,0.0
CCCCOc1ccc(C(=O)Nc2cc3nn(-c4ccc(OC)cc4)nc3cc2C)cc1,3,-0.3,10,0.0
COC(=O)C1=C(N)N(c2cccc(Cl)c2C)C2=C(C(=O)CCC2)C1c1ccc2c(c1)OCO2 (stereo not drawn),4,-0.1,-7,0.7
O=C(CC(c1ccccc1)c1ccccc1)NC(CO)C(O)c1ccc([N+](=O)[O-])cc1 (stereo not drawn),3,1.9,12,-0.1
O=C(NCCCC(NC(=O)OCc1ccccc1)C(=O)O)OCc1ccccc1 (stereo not drawn),5,0.3,8,0.6
Oc1c(Cl)cc(Cl)cc1C(O)(C(F)(F)F)C(F)(F)F,-3,-0.5,4,0.1
COc1cc(/C=c2\sc3nc4ccccc4n3c2=O)cc(Br)c1OCC#N,0,-0.9,4,-0.1
Cc1cc(C)c(OCCCNCCO)c(C)c1,22,-0.1,2,0.1
Cc1noc(C(=O)NCc2ccccn2)c1Cl,11,-1.3,-14,-0.1
O=C(N/C(=C/c1cccc([N+](=O)[O-])c1)C(=O)N1CCCC1=O)c1ccco1,-32,0.4,12,0.0
COC(=O)c1ccc(NC(=S)NC(=O)CC(C)C)cc1,-7,3.5,-45,-0.1
CCCNC(=O)c1cncc(Nc2cccnc2)c1,-1,1.2,1,0.0
Cc1ccc(OC(=O)CCC(=O)NC(C)c2ccccc2)cc1 (stereo not drawn),2,0.3,2,-0.2
CCC(Sc1nc(NCCOC)c2ccccc2n1)C(=O)NCCCOC (stereo not drawn),12,-1.9,1,0.2
Cc1cccn2c(CNCCc3ccc(F)cc3)c(C(=O)N3CCCCC3)nc12,-4,-0.3,4,-0.1
COc1ccc(CCN2C(=O)CC(C(N)=O)SC2=Nc2ccccc2)cc1OC (stereo not drawn),18,-0.6,8,0.0
CSCCC(NS(=O)(=O)c1ccc2c(c1)OCCO2)C(=O)O (stereo not drawn),12,0.2,3,0.0
COC(=O)c1sc(-c2ccccc2)cc1NC(=O)c1ccc(S(=O)(=O)N2CC(C)CC(C)C2)cc1 (stereo not drawn),-6,2.1,-3,0.2
CCN1C(=O)/C(=C/c2cn(CC)c3ccccc23)NC1=S,14,0.4,8,0.1
C=CCN1C(=O)/C(=C\c2ccccc2O)SC1=Nc1ccccc1,12,0.8,11,0.1
CCOC(=O)c1ccc2nc(C)cc(Nc3ccc(N4CCCCC4)cc3)c2c1,11,0.9,-3,-0.3
CC(C)(C)C1CCc2c(sc(NC(=O)c3ccco3)c2C(=O)Nc2ccccc2C(F)(F)F)C1 (stereo not drawn),2,-0.1,-10,0.0
O=C(O)C1CC(=O)N(c2ccc(Br)cc2)C1 (stereo not drawn),9,2.5,8,0.5
Cc1cc(-c2cn[nH]c2C2CCCN(C(=O)C(C)C)C2)on1 (stereo not drawn),1,-0.7,0,0.1
CC(C)c1ccc(-c2csc(NC(=O)c3ccc(S(=O)(=O)N4CCCC4)cc3)n2)cc1,5,-0.2,-10,0.0
COc1cc(C2NC(=S)NC(C)=C2C(=O)Nc2cc(C)ccc2C)ccc1O (stereo not drawn),3,0.1,8,0.0
CSc1ccc(/C=c2\sc3nc4ccccc4n3c2=O)cc1,-5,-0.1,31,-0.1

# Exported with tabs: 2 of the compounds above
Structure	MITF primary	GPR151 activ	TEAD-YAP block	FBW7 activator
CC(C)c1ccc(-c2csc(NC(=O)c3ccc(S(=O)(=O)N4CCCC4)cc3)n2)cc1	5	-0.2	-10	0.0
COc1cc(C2NC(=S)NC(C)=C2C(=O)Nc2cc(C)ccc2C)ccc1O (stereo not drawn)	3	0.1	8	0.0

# Going on with the list:
SMILES,MITF primary,GPR151 activ,TEAD-YAP block,FBW7 activator
COc1cccc(OC)c1OCCCNCCO,0,0.3,7,0.2
Cc1nn(C(=O)c2ccc([N+](=O)[O-])o2)c(C)c1Sc1ccc([N+](=O)[O-])cc1,3,1.1,4,-0.1
CC1=C(C(N)=O)C(c2ccc(C)cc2)NC(=S)N1 (stereo not drawn),5,0.9,1,0.0
CN(Cc1ccc(C(=O)NCc2ccc3c(c2)CCCN3C)c(=O)[nH]1)CC1COCCO1 (stereo not drawn),-6,-0.1,2,-0.1
O=C(CN1CCCC1)Nc1ccc(N2CCCCC2)cc1,-12,-1.7,-12,-0.1
CC(C)(C)c1ccc(C(=O)Nc2ccc(NC(=O)c3ccc(-c4cccc([N+](=O)[O-])c4)o3)cc2)cc1,-4,2.4,-10,0.1
COc1cc(C=O)cc(I)c1OC(=O)c1ccc([N+](=O)[O-])cc1,7,3.1,10,0.0
CCn1ccnc1CN1CCC2(CC1)c1ccccc1[C@@H](NC(=O)CSC)[C@@H]2OC,7,0.7,4,-0.2
O=C(N/N=C/c1c[nH]c2ccccc12)c1ccc(NC(=O)c2cccc([N+](=O)[O-])c2)cc1,16,0.9,9,-0.1
O=C(CSc1ccc(-c2ccccc2)nn1)N1CCCCCC1,-3,0.1,-24,-0.1
COc1ccc(NC(=O)/C=C/c2ccc(-c3ccccc3)o2)cc1,5,-0.1,-9,-0.1
O=C(CSc1nc2ccccc2c(=O)n1CC1CCC(C(=O)NCc2ccccc2Cl)CC1)NC1CCCC1 (stereo not drawn),2,2.2,0,0.0
COc1ccc(C2C(=O)N(C3CCCCC3)CC(=O)N2CCc2ccccc2)cc1OC (stereo not drawn),-7,-0.4,-12,-0.1
CC1(C)Cc2nc3sc(C(N)=O)c(N)c3cc2CO1,-1,-0.1,-14,0.0
CCC(CC)C(=O)Oc1ccc2c(=O)c(Oc3cc(C)ccc3C)coc2c1,9,-0.6,-35,0.3
COCCn1nnnc1C(c1cccs1)N1CCN(c2ccccc2)CC1 (stereo not drawn),-1,0.0,2,-0.1
COc1ccc2cc(/C(C)=N/n3c(=S)[nH][nH]c3=S)ccc2c1,3,0.1,-2,-0.1
Cc1ccc(OCCn2ccnc2)c(C)c1,0,-0.7,6,-0.2
COc1ccc(Cl)cc1C(=O)Nc1ccc(C(=O)Nc2cccc(-c3nc4ccccc4o3)c2)cc1,-3,1.4,-6,0.0
N#CC1=C(N)Oc2n[nH]c(-c3ccccc3)c2C1c1ccc(Cl)c([N+](=O)[O-])c1 (stereo not drawn),-3,6.1*,-2,0.1
COc1ccc(N(C(=O)c2ccc(OC)c(OC)c2)S(=O)(=O)c2ccc(Cl)cc2)cc1,0,1.7,3,-0.1
O=C(NCCNc1ccc(Cl)cc1[N+](=O)[O-])c1ccccc1Br,0,-1.0,4,-0.1
CC(C)N(Cc1ccccc1)C(=O)Cc1noc2ccccc12,5,1.1,-8,0.1

# 6 compounds picked at random from those above:
SMILES,MITF primary,GPR151 activ,TEAD-YAP block,FBW7 activator
COc1ccc(C2C(=O)N(C3CCCCC3)CC(=O)N2CCc2ccccc2)cc1OC (stereo not drawn),-7,-0.4,-12,-0.1
COCCn1nnnc1C(c1cccs1)N1CCN(c2ccccc2)CC1 (stereo not drawn),-1,0.0,2,-0.1
CC(C)N(Cc1ccccc1)C(=O)Cc1noc2ccccc12,5,1.1,-8,0.1
COc1ccc2cc(/C(C)=N/n3c(=S)[nH][nH]c3=S)ccc2c1,3,0.1,-2,-0.1
O=C(NCCNc1ccc(Cl)cc1[N+](=O)[O-])c1ccccc1Br,0,-1.0,4,-0.1
N#CC1=C(N)Oc2n[nH]c(-c3ccccc3)c2C1c1ccc(Cl)c([N+](=O)[O-])c1 (stereo not drawn),-3,6.1*,-2,0.1

# High-throughput results from PubChem.
